# Source: PubChem
# S1P1 agonist = activates the human S1P1 receptor; Sphingosine 1-phosphate receptor 1 (Homo sapiens), P21453; S1P1 agonist cell-based reporter assay; activation, % at 4.5 µM; 1.5% of 16,000 active; AID 1044, 2008; in the data active = activation above about 80%
# Target sequence (P21453 whole entry, looked up): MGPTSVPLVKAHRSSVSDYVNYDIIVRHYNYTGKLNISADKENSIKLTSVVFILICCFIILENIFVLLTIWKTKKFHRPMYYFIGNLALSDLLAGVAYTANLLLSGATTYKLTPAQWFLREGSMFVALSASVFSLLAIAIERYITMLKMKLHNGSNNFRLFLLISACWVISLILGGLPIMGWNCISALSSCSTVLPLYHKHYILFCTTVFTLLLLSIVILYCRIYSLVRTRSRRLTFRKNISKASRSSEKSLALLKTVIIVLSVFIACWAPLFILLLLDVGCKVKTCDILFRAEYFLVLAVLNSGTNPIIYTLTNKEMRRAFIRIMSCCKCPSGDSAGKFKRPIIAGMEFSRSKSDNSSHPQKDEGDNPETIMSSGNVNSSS
# rat GALR2 agon = agonists of rat galanin receptor 2 (GALR2). Galanin receptor type 2 (Rattus norvegicus), O08726. cell-based GALR2 agonist screen. activation, % at 10 µM. AID 833, 2007. 0.5% of 16,000 active; in the data active = activation above about 15%
# Target sequence (O08726 whole entry, looked up): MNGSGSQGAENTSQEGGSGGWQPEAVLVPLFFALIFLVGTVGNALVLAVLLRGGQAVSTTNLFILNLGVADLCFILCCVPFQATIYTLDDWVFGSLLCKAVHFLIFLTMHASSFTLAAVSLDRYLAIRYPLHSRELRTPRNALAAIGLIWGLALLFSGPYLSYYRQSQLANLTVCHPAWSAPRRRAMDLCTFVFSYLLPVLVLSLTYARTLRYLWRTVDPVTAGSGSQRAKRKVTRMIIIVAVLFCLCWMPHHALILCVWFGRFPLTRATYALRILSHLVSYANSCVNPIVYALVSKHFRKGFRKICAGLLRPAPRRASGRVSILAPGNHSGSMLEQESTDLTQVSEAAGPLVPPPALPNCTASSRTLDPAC
# Nox1 inhibitor = inhibitors of human NADPH oxidase 1 (Nox1) | inhibition, % at 6.7 µM | 0.81% of 16,000 active | Q9Y5S8 | HT29 cells, luminol chemiluminescence ROS | AID 1792, 2009
# PME-1 Maybridge = inhibitors of human PME-1 in Maybridge library | recombinant PME-1, FP-Rh probe fluorescence polarization | inhibition, % at 9 µM | 0.5% of 16,000 active | Protein phosphatase methylesterase 1 (Homo sapiens), Q9Y570; in the data active = inhibition above about 30%
# NOTCH agonist = agonists of NOTCH signaling | NOTCH signaling luciferase reporter cells, luminescence | activation, % at 2.5 µM | 0.4% of 15,000 active; in the data active = activation above about 2.2%
# OPRK1 antag MB = antagonists of human kappa opioid receptor OPRK1, Maybridge library; 0.4% of 16,000 active; OPRK1 cells, antagonist mode, fluorescence readout; inhibition, % at 9 µM; in the data active = inhibition above about 50%
# TLR4-MyD88 inh = inhibitors of human TLR4-MyD88 binding. Toll-like receptor 4 (Homo sapiens), O00206. Cell-based TLR4-MyD88 binding inhibition assay. inhibition, % at 10 µM. 0.06% of 16,000 active. AID 811, 2007; in the data active = inhibition above about 45%
# luminol inh ctr = counter-screen for Nox1 inhibitors: inhibitors of luminol chemiluminescence. AID 1823, 2009. HRP/luminol/H2O2 chemiluminescence counterscreen. 0.4% of 16,000 active. inhibition, % at 6.7 µM; note: reference of the scale not given here
# Active calls of the source: *; . = not tested or not shown. Cut-off read from the data, not from the text of the source, unless noted: active = inhibition above about 75%; inactive = the rest. No enrichment for hits. Share with any hit: about 4.4%.
SMILES,S1P1 agonist,rat GALR2 agon,Nox1 inhibitor,PME-1 Maybridge,NOTCH agonist,OPRK1 antag MB,TLR4-MyD88 inh,luminol inh ctr
N#CC1=C(C#N)NC2(CCCCC2)C2CCCCC2=N1 (stereo unspecified),-1,-7,-68,0,-0.4,-12,6,0
Cc1ccc(COc2ccc(CC#N)cc2)cc1,31,-2,5,7,0.7,7,-5,-4
CCOC(=O)C1C(=O)C(=O)N(C)C1c1ccccc1 (stereo unspecified),0,-6,-42,-1,-0.4,4,12,4
CC(C)(C)CC(=O)O/N=C(\N)C1(c2ccc(Cl)cc2Cl)CC1,4,-7,10,1,0.0,4,-11,-5
CN(C)CCC(O)c1ccc2c(c1)OCCCCO2 (stereo unspecified),-8,-8,-26,18,-0.6,-8,3,-2
N=C1SC2CS(=O)(=O)CC2N1c1ccccc1 (stereo unspecified),-7,-8,-41,-2,0.1,-28,-1,1
O=C1CC(CSc2ccccn2)=NN1,3,-5,-24,-1,-0.4,15,-1,10
O=C1Nc2ccccc2C(=O)C1(N1CCOCC1)N1CCOCC1,-5,-8,20,5,-0.3,17,-7,-1
N#Cc1sc2sc(C#N)c(-c3cccs3)c2c1N,-6,-8,-30,-4,-0.2,-12,2,3
CN1C(=O)[C@H](Cc2ccc([N+](=O)[O-])cc2)NC1=S,5,1,-22,0,-0.3,-31,7,-5
CN(C)/N=C/c1ccc([N+](=O)[O-])o1,-17,-5,-31,-2,-0.5,17,0,11
CCOC(=O)/C(=C\Nc1ccc(Cl)cc1)[N+](=O)[O-],9,9,-47,-5,0.1,10,11,4
S=C(NNC(=S)NC1CC2C=CC1C2)NC1CC2C=CC1C2 (stereo unspecified),-7,-6,14,6,0.4,-4,-1,6
N#CCc1nc(-c2ccccc2)cs1,-6,-3,5,1,0.4,-2,4,-2
CCOC(=O)c1ccc2nc(C(F)(F)F)cc(N3CCN(Cc4ccccc4)CC3)c2c1,-11,-4,-51,-1,-0.7,14,4,-1

# Given with bars between the fields: entries from further up.
Structure | S1P1 agonist | rat GALR2 agon | Nox1 inhibitor | PME-1 Maybridge | NOTCH agonist | OPRK1 antag MB | TLR4-MyD88 inh | luminol inh ctr
Cc1ccc(COc2ccc(CC#N)cc2)cc1 | 31 | -2 | 5 | 7 | 0.7 | 7 | -5 | -4
CCOC(=O)C1C(=O)C(=O)N(C)C1c1ccccc1 (stereo unspecified) | 0 | -6 | -42 | -1 | -0.4 | 4 | 12 | 4
CC(C)(C)CC(=O)O/N=C(\N)C1(c2ccc(Cl)cc2Cl)CC1 | 4 | -7 | 10 | 1 | 0.0 | 4 | -11 | -5
CN(C)CCC(O)c1ccc2c(c1)OCCCCO2 (stereo unspecified) | -8 | -8 | -26 | 18 | -0.6 | -8 | 3 | -2
N=C1SC2CS(=O)(=O)CC2N1c1ccccc1 (stereo unspecified) | -7 | -8 | -41 | -2 | 0.1 | -28 | -1 | 1
O=C1CC(CSc2ccccn2)=NN1 | 3 | -5 | -24 | -1 | -0.4 | 15 | -1 | 10
O=C1Nc2ccccc2C(=O)C1(N1CCOCC1)N1CCOCC1 | -5 | -8 | 20 | 5 | -0.3 | 17 | -7 | -1
N#Cc1sc2sc(C#N)c(-c3cccs3)c2c1N | -6 | -8 | -30 | -4 | -0.2 | -12 | 2 | 3
CN1C(=O)[C@H](Cc2ccc([N+](=O)[O-])cc2)NC1=S | 5 | 1 | -22 | 0 | -0.3 | -31 | 7 | -5
CN(C)/N=C/c1ccc([N+](=O)[O-])o1 | -17 | -5 | -31 | -2 | -0.5 | 17 | 0 | 11
CCOC(=O)/C(=C\Nc1ccc(Cl)cc1)[N+](=O)[O-] | 9 | 9 | -47 | -5 | 0.1 | 10 | 11 | 4

# Additional records follow.
SMILES,S1P1 agonist,rat GALR2 agon,Nox1 inhibitor,PME-1 Maybridge,NOTCH agonist,OPRK1 antag MB,TLR4-MyD88 inh,luminol inh ctr
Cc1c(N=NC2=C(O)CC(C)(C)CC2=O)cc2c(c1[N+](=O)[O-])C(C)(C)CC2(C)C,55,-4,24,0,-0.7,-14,-6,-3
Cc1nn(Cc2nnn(CC(=O)N/N=C/c3ccc(Cl)cc3)n2)c(C)c1Br,-16,-4,-23,-9,-0.2,1,-2,-5
COc1ccc(N2C(=O)CSCC2=O)cc1OC,9,-6,-32,2,-0.5,0,5,2
CCOC(=O)c1cnn(-c2ncnc3sc4c(c23)CCCC4)c1N,-13,-3,-26,-3,-0.4,-3,3,-1
COc1ccc(OCc2nc(N)nc(SC)n2)cc1,12,-9,-101,-1,-0.1,4,5,3
CSc1ccc(C(=O)O)s1,-10,-7,-18,2,1.0,-6,-3,-6
O=[N+]([O-])c1ccc(Oc2ccc(C(F)(F)F)cc2[N+](=O)[O-])c(C2SCCS2)c1,46,-5,-43,3,0.5,-14,7,0
Cc1cc(SCC(=O)NN)c(C)cc1Cl,-2,-6,5,6,-0.3,-6,-5,-7
NC(=O)C1(N2CCCCC2)CCN(C(=O)CSCC(=O)O)CC1,5,-6,7,4,.,5,-6,-7
O=C(N/N=C/c1coc2ccccc2c1=O)c1cccnc1,13,-5,-19,-2,-0.5,10,5,3
CCOC(=O)C1CCN(/C=C(\C#N)S(=O)(=O)c2ccc(Cl)cc2)CC1,1,-6,-23,3,-0.2,11,-2,0
Cc1onc(-c2ccccc2)c1CNC(=O)NC1CCN(C(=O)OCc2ccccc2)CC1,0,-6,-10,3,.,-25,2,-2
CC(C)(C)C(=O)OC/C(N)=N/OC(=O)c1ccc(Cl)c(Cl)c1,2,-5,2,3,0.5,2,5,-1
Clc1ccc(COc2ccc(-c3noc(C4CC4)n3)cc2)cc1,101*,-8,-20,-5,-0.4,0,0,3
Nc1cccc(N2C(=O)c3ccccc3C2=O)n1,4,-7,-13,0,1.3,9,-4,-4
OC(COc1ccc(F)cc1)CN1CCN(Cc2c(F)cccc2Cl)CC1 (stereo unspecified),4,-4,12,6,-0.1,26,-7,-6
O=[N+]([O-])c1ccsc1Oc1ccc(Cl)cc1Cl,24,-7,-26,1,-0.4,-4,-2,-1
CCOC(=O)C1(CCC#N)C(=O)C=C(c2ccc(OC)cc2)CC1c1ccc2ccccc2c1 (stereo unspecified),3,-6,-41,-1,0.0,9,-4,0
CCOC(=O)/C(C#N)=C(\Nc1ccc(OC)cc1)SC,7,-6,10,6,-0.2,2,-8,-5
CC(C)/C(=N/O)c1ccccc1,19,-4,16,6,0.0,10,0,-7
Cc1cccc(C)c1NC(=S)N1CC(C)OC(C)C1 (stereo unspecified),-17,-2,-30,0,-0.5,-10,14,-1
CC1(C)CCc2cc(C3SCCS3)ccc2O1,-8,-6,-19,2,-0.4,2,0,1
CN(C)c1ccc(/C=C(\C#N)S(C)(=O)=O)c(F)c1C#N,9,0,-29,-2,-0.6,-20,4,5
O=C(NCCc1ccccn1)c1nc2ccccc2c(=O)[nH]1,-9,-6,10,6,-5.6,6,-9,-3
Cc1cc2ncc(-c3cnc(SCCS(=O)(=O)c4ccc(Cl)cc4)nc3)c(C)n2n1,-5,-3,-80,5,0.2,-2,9,-2
O=C(Nc1nnc(C2CC2)s1)C(F)(F)F,-1,-8,-31,3,-0.3,13,3,-4
CCC(=O)OCCC(=O)N1C=Cc2ccccc2C1C#N (stereo unspecified),2,-4,-29,2,0.3,.,9,-4
COc1ccc(/C=C(/C(=O)c2ccccc2OCc2ccccc2)[N+](=O)[O-])cc1,-7,-6,-62,2,-0.4,-1,-7,3
Cc1nc2c(cnn2-c2ccccc2)c(=O)n1/N=C/c1ccc(Cl)cc1,-7,9,22,-1,-0.1,9,0,-5
O=C(O)c1sccc1Cl,-8,-4,-7,3,-0.1,-5,-2,-4
Cc1nc(C(F)(F)F)ccc1C(=O)Oc1ccc2c(c1)OCO2,12,-7,-84,4,-0.2,4,.,-1
CCOC(=S)NC(C)(C)C,3,-9,-32,-7,-0.5,18,1,2
COC(=O)c1ccc(CNC(=O)Nc2ccc(C(=O)OC)cc2C)cc1,-2,-6,-21,0,-0.4,-22,1,4
N#C/C(=C\c1ccc(-c2ccccc2)cc1)C(N)=O,-7,-7,3,3,0.0,15,-13,-8
O=C(NCC1COc2ccccc2O1)c1ccco1 (stereo unspecified),-9,-7,-6,0,-0.8,-5,-5,-2
CC(C)(C)S(=O)(=O)/C(C#N)=C/NNS(=O)(=O)c1ccc(Cl)c(Cl)c1,-8,-5,-84,3,-0.8,-12,-5,0
COCc1cc(=O)[nH]c(=S)[nH]1,-14,-5,-82,-1,0.1,17,2,1
O=C1CSC(c2ccc(Cl)c(Cl)c2)N1 (stereo unspecified),6,-3,-21,3,-0.2,-1,3,5
C/C(=N\O)c1cc(-c2ccccc2)no1,2,-7,-13,2,-0.6,3,-7,2
CCOC(=O)/C(C#N)=C\c1cc(/C=C(/C#N)C(=O)OCC)c(N(C)C)c(C#N)c1N(C)C,-18,-3,-42,1,0.1,-7,3,12
Cc1ccc(NC(=O)c2ccc(Cl)c(Cl)c2)c(C)c1,2,-4,11,4,-0.4,-11,-10,-4
COc1ccc(OCC(O)CNC(C)(C)C)cc1 (stereo unspecified),-11,-11,-5,-2,.,17,-2,1
COc1ccc(OCC(O)CNC(=O)c2cc(C)on2)cc1 (stereo unspecified),-6,-8,-3,5,0.0,18,-15,-3
CCS(=O)(=O)CS(=O)(=O)CC,-2,-5,-72,-3,-0.6,8,4,3
CC(C)(C)S(=O)(=O)/C(C#N)=C/N=S(C)(=O)c1ccccc1 (stereo unspecified),-5,-6,-7,4,-0.2,-14,-9,-6
CCCc1cnc(N2CCN(S(=O)(=O)c3ccc(CNC(=O)c4ccccc4)s3)CC2)nc1,4,-2,-17,1,.,9,-6,-1
COc1ccc(C(=O)Sc2ccccc2)cc1,7,-3,-30,4,0.1,28,1,-4
O=C(Nc1ccccc1C(=O)NCCCN1CCOCC1)c1ccccc1,3,-6,-43,-1,0.3,1,.,3
Cn1nc(C(C)(C)C)cc1C(=O)Nc1cccnc1,-16,-8,-26,-1,-1.4,-19,-6,3
C=CCN(CC=C)/C(SC)=C(/C#N)C(N)=O,0,-4,2,5,0.1,24,1,-6
Cc1cc(Br)c(NC(=S)NNCCC#N)c(Br)c1,14,0,-5,-1,-0.1,-10,0,-2
CN1CCN(c2cc(-c3ccccc3)nc3ccccc23)CC1,14,-6,-9,8,-0.9,18,7,-8
C#CC1(NC(=O)NCCCCCCNC(=O)NC2(C#C)CCCCC2)CCCCC1,1,-7,-7,3,-0.6,8,-2,-5
CC(C)(C)NS(=O)(=O)NC(C)(C)C,-7,-5,-28,-2,-0.7,-16,4,1
CCOC(=O)c1sc(N/N=C/c2cccs2)c2c1CC(C)(C)CC2=O,3,19*,56,13,0.1,-3,1,3
CC(Oc1ccc(Cl)cc1Cl)C(=O)Nc1nccs1 (stereo unspecified),36,-8,-62,1,-0.7,-7,8,3
CC(=O)Nc1cc2c(cc1[N+](=O)[O-])-c1cc([N+](=O)[O-])c(NC(C)=O)cc1C2=O,4,-6,10,20,-0.3,4,-6,-6
O=C1Nc2ccccc2/C1=C\c1ccc(-c2cc(C(F)(F)F)cc(C(F)(F)F)c2)o1,4,-4,-13,6,0.2,22,-2,0
Nc1cnccc1C(F)(F)F,-15,-4,-61,2,-0.5,3,3,1
COc1cc(CCC(=O)NNC(=S)Nc2ccc(F)cc2)cc(OC)c1OC,1,-5,13,1,0.3,-4,-3,92*

# Remaining list, next part
SMILES,S1P1 agonist,rat GALR2 agon,Nox1 inhibitor,PME-1 Maybridge,NOTCH agonist,OPRK1 antag MB,TLR4-MyD88 inh,luminol inh ctr
O=C(O)COCC(=O)NCc1c(F)cccc1Cl,-11,-4,-18,0,-0.6,8,2,-1
COc1ccc(-n2ncc(C(=O)NCc3ccc(-c4cccs4)cc3)c2C)cc1,10,-7,-9,-1,-0.3,2,-5,-3
CC(C)(C)OC(=O)N[C@@H](Cc1ccccc1)c1n[nH]c(=S)n1CC1CCCO1 (stereo partly specified),-13,-7,14,7,-0.1,-13,-3,97*
CCOC(=O)C1CCCN(C(=O)S(=O)(=O)c2ccc(-c3csc(C)n3)s2)C1 (stereo unspecified),5,-8,-44,4,-0.6,-24,-2,3
CCCCN1Cc2c(nc3cc(-c4ccccc4)[nH]n3c2=O)C1=O,6,-9,-29,-3,0.1,5,-3,5
COc1ccc(CCNC(=O)c2ccccc2NC(=O)c2ccccc2C)cc1OC,-9,-10,-33,0,-0.3,-15,1,-3
COc1ccc(OCCC(=O)NNC(=S)Nc2cc(Cl)ccc2Cl)cc1,-4,-6,-23,4,-0.5,-3,-3,41
O=C1c2ccccc2C(=O)N1CN(Cc1ccc2c(c1)OCO2)CN1C(=O)c2ccccc2C1=O,-10,-6,-39,0,-0.3,6,1,-2
CN(NC(=O)CSCC(=O)O)c1cc(C(F)(F)F)ccn1,-14,-6,-13,7,-0.2,22,-7,-4
Cc1ccc2oc(=O)n(CCC(=O)NNC(=O)c3nc(-c4cccs4)no3)c2c1,-3,-7,3,5,-0.2,6,-4,-2
